Screening data from PubChem BioAssay.
HRas wt GTP bind = changes GTP binding to wildtype human HRas; P01112; GST-Ras wt beads, Bodipy-FL-GTP binding, flow cytometry; actives lie on both sides; GTP binding activity, % at 10 µM; 190,000 tested, 0.14% active;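 active = GTP binding activity at least 20% away from the 100% baseline, either lowered as inhibitor or raised as activator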;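 note: 0% = unlabeled GTP competition control and 100% = no-compound control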
ABCB1 inh = inhibitors of human ABCB1 transporter, ABCG2 counter-screen. CCRF-Adr cells, JC-1 efflux, flow cytometry. inhibition, % at 6.6 µM. 190,000 tested, 0.067% active; in the data active = inhibition above about 40%;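 note: 0% = vehicle and 100% = reference inhibitor; higher value means more JC-1 retained so stronger ABCB1 efflux block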
Target sequence (P08183 whole entry, looked up): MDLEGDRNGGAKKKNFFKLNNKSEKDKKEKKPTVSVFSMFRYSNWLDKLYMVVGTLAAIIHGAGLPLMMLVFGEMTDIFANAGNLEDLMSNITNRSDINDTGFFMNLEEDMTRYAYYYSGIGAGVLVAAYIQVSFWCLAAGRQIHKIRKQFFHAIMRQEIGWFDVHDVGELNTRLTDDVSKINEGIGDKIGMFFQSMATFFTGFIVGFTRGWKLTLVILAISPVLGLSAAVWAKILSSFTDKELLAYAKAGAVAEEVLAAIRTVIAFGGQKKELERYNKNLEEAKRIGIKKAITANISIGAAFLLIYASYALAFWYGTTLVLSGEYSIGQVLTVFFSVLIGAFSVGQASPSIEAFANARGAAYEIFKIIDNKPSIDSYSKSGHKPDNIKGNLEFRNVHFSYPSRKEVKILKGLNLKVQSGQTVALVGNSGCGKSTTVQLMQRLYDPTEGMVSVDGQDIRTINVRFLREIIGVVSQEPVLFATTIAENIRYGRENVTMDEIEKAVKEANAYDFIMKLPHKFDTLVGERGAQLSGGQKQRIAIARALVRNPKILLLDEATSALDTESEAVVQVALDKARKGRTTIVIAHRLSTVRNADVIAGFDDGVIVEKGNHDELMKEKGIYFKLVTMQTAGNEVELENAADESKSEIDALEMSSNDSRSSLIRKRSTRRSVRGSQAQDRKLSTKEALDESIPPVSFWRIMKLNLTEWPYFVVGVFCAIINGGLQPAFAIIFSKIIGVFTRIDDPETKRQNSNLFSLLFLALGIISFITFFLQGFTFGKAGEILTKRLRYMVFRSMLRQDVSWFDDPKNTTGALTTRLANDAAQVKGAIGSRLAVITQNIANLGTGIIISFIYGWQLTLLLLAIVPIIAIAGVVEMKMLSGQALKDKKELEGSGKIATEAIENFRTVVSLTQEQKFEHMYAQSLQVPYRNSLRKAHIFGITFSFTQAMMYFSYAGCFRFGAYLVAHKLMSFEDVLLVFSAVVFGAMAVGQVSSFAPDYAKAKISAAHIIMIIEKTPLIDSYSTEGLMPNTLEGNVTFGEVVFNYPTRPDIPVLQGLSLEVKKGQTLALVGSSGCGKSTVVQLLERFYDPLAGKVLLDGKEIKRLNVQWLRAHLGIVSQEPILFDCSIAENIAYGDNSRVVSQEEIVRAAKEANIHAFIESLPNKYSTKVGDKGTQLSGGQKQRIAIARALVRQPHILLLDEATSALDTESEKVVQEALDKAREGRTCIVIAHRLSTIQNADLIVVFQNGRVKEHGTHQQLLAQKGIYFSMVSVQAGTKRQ
Rac1 wt modul = human Rac1 wildtype GTP binding, inhibitors and activators; P63000; GST-Rac1 beads, fluorescent GTP binding, flow cytometry; actives lie on both sides; 0 = cold GTP competed, 100 = untreated; 190,000 tested, 0.27% active; GTP binding activity (% of control), % at 10 µM;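 active = GTP binding activity at least 20 points away from the 100% control level, either lower or higher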
Avidin bead fluor = compound fluoresces at 488/530 nm on avidin beads | compound fluorescence 488/530 nm, flow cytometry; stronger effect = higher value | fluorescence (KMESF) at 10 µM | 220,000 tested, 0.38% active | AID 1775; in the data active = fluorescence above about 47; note: inactives centre near 10
ABCG2 block = inhibitors of human ABCG2 transporter, ABCB1 counter-screen. Q9UNQ0. 190,000 tested, 0.1% active. inhibition, % at 6.6 µM. AID 1325. IgMXP3 cells, JC-1 efflux, flow cytometry;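 active = inhibition above 80%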;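 note: 0% = DMSO and 100% = nicardipine control wells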
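material = IgMXP3 (ABCG2) plus far-red-tagged CCRF-Adr (ABCB1) cells | amount = 3 million cells/mL, equal mix of both lines | also added = JC-1 transporter substrate | dosing = one concentration, 6.6 µM final | schedule = 10 min at 25 °C | measured by = flow cytometric JC-1 green MFI at 530 nm | read-out basis = percent efflux inhibition, scaled nicardipine 100% to DMSO 0%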
Rac1 mut GTP = modulators of GTP binding to human Rac1 activated mutant; P63000; GST-Rac1 activated beads, fluorescent GTP binding, flow cytometry; actives lie on both sides; 100% means binding = to untreated wells; percent activity (GTP binding), % at 10 µM; 190,000 tested, 0.11% active; AID 764;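 active = GTP binding at least 20 percentage points away from the 100% baseline, in either direction, so actives lie on both sides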
Pf gamet viab = kills late stage P. falciparum gametocytes; 150,000 tested, 0.065% active; inhibition, % at 10.9 µM; P. falciparum stage V gametocytes, ATP luminescence, 24 h;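 active = inhibition above the mean plus 3 SD of compounds within the control limits, set per campaign, cut at about 38% in these data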;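 note: 0% = DMSO wells and 100% = medium only without gametocytes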
GSH bead fluor = compound fluoresces at 488/530 nm on GSH beads; GSH beads flow cytometry, compound fluorescence 488/530 nm; stronger effect = higher value; fluorescence (KMESF) at 10 µM; 190,000 tested, 0.25% active; in the data active = fluorescence above about 89;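 note: glutathione beads carrying GST-tagged Bcl family fusion proteins plus one bare bead set; values are compound well signal with DMSO vehicle wells as background; inactives centre near 16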
Rab7 wt GTP bind = modulators of GTP binding to dog Rab7 wildtype GTPase | GST-Rab7 beads, fluorescent GTP binding, flow cytometry; actives lie on both sides; untreated = 100%, excess cold GTP = 0% | GTP binding activity (percent of control), % at 10 µM | 190,000 tested, 0.055% active | AID 758;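 active = fluorescent GTP binding to Rab7 beads changed by at least 20 points from the 100% baseline, either direction, mostly lower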;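 note: median green fluorescence of bound Bodipy-FL-GTP per Rab7 bead population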
Rab2A wt mod = changes GTP binding to wildtype dog Rab2A, up or down; P61105; GST-Rab2 wt beads, Bodipy-GTP binding, flow cytometry; GTP binding activity, % at 10 µM; 190,000 tested, 0.19% active; AID 760;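 active = GTP binding activity at least 20 points away from 100%, either lowered or raised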;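 note: 0% = beads with excess unlabeled GTP and 100% = no-compound control corrected for plate trend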
Cdc42 wt GTP = changes GTP binding to wildtype human Cdc42; GST-Cdc42 beads, Bodipy-GTP binding, flow cytometry; actives lie on both sides; percent activity (GTP binding), % at 10 µM; 190,000 tested, 0.2% active;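 active = percent activity GTP binding at least 20 points away from the 100% baseline, either down as inhibitor or up as activator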;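 note: median bead fluorescence of bound Bodipy-FL-GTP at 100 nM; 0% = excess unlabeled GTP control and 100% = no compound control; below 100% means less GTP binding so inhibitor and above means activator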
Starred values were filed as active, the others as inactive; / = not tested or not shown.

#1 Cc1cccc(N(CC(=O)NC(C)(C)C)C(=O)CS(=O)CC(=O)Nc2ccc(F)cc2)c1 (stereo not given)
#2 Cc1nn(C)cc1/C=C(/C#N)C(N)=O
#3 CCC(C)NCC(O)COCc1ccc(Cl)cc1 (stereo not given)
#4 NS(=O)(=O)c1ccc(NCC2COc3ccccc3O2)c([N+](=O)[O-])c1 (stereo not given)
#5 CC1CCN(C(=O)Cn2cc(C(=O)c3ccco3)c3ccccc32)CC1
Compound	1	2	3	4	5
HRas wt GTP bind	95	102	97	99	99
ABCB1 inh	0.5	0.0	0.2	0.0	3.4
Rac1 wt modul	97	105	100	96	102
Avidin bead fluor	10	14	9	20	23
ABCG2 block	1	14	0	5	1
Rac1 mut GTP	97	100	97	96	99
Pf gamet viab	-13	10	4	0	-9
GSH bead fluor	14	11	12	11	25
Rab7 wt GTP bind	93	105	99	104	98
Rab2A wt mod	94	101	99	97	98
Cdc42 wt GTP	95	103	98	95	101

Looked up above.
For Rac1 wt modul, #1 shows 97
For Rac1 mut GTP, #5 shows 99
For Avidin bead fluor, #4 shows 20
For Rab7 wt GTP bind, #3 shows 99

(next part)
#6 COC(=O)c1cn(NC(=O)c2cccnc2)c(=O)c2ccccc12
#7 Cc1ccc(-c2csc(NC(=O)c3ccc4c(=O)n5c(nc4c3)CCCCC5)n2)cc1
#8 COc1ccc(/C=C2\CCC(C3CCCC3)C2=O)cc1Cn1nc(C)cc1C (stereo not given)
#9 Cc1ccc(C2(c3noc(CN4CCC(C(=O)N5CCOCC5)CC4)n3)CCCC2)cc1
#10 CCOc1cc(C2C3=C(CCCC3=O)Nc3ccc4ncccc4c32)ccc1O (stereo not given)
Compound	6	7	8	9	10
HRas wt GTP bind	104	98	99	99	94
ABCB1 inh	0.1	-2.0	17	-0.4	0.1
Rac1 wt modul	106	101	99	102	90
Avidin bead fluor	36	24	1	8	24
ABCG2 block	0	-18	23	-1	0
Rac1 mut GTP	100	97	100	96	96
Pf gamet viab	/	-14	/	11	-9
GSH bead fluor	22	11	10	57	10
Rab7 wt GTP bind	102	100	98	99	98
Rab2A wt mod	102	95	98	98	96
Cdc42 wt GTP	102	97	100	102	94

#11 Cc1ccc2cc(C#N)c(N3CCN(C)CC3)nc2c1
#12 Cc1ccnc(NC2OC(=O)c3ccccc32)c1 (stereo not given)
#13 Cc1ccccc1CNC(=O)/C=C\C(=O)O
#14 Cn1ccnc1C1CCCCN1C(=O)c1cc(COc2ccc(F)cc2Cl)on1 (stereo not given)
#15 CCn1cc(/C=N\NC(=O)c2ccc(F)cc2)cn1
Compound	11	12	13	14	15
HRas wt GTP bind	101	94	100	100	100
ABCB1 inh	2.7	0.6	8.1	2.9	-0.3
Rac1 wt modul	105	93	104	100	103
Avidin bead fluor	3	38	24	11	4
ABCG2 block	7	2	0	8	1
Rac1 mut GTP	99	91	97	96	103
Pf gamet viab	/	/	/	-27	/
GSH bead fluor	29	12	24	25	11
Rab7 wt GTP bind	99	91	97	103	103
Rab2A wt mod	97	91	99	101	99
Cdc42 wt GTP	103	94	102	97	104

#16 Nc1nc(-c2cccnc2)nn1C(=O)c1ccc(F)cc1
#17 O=C(CN1C(=O)C2CC=CCC2C1=O)NCC1COc2ccccc2O1 (stereo not given)
#18 CN=C1C([N+](=O)[O-])=CC=C2C1=NC1(CCCCC1)N2O
#19 Cc1ccc(CCNC(=O)C2CCCN(S(=O)(=O)c3c(C)nn(C)c3C)C2)cc1 (stereo not given)
#20 Cc1nc2ccccc2c(=O)n1NC(=O)c1ccccc1Cl
Compound	16	17	18	19	20
HRas wt GTP bind	97	102	100	100	103
ABCB1 inh	1.2	-0.1	-0.3	-1.4	0.8
Rac1 wt modul	100	106	107	104	107
Avidin bead fluor	5	25	13	10	20
ABCG2 block	5	0	0	-3	6
Rac1 mut GTP	99	100	102	101	101
Pf gamet viab	/	/	5	/	/
GSH bead fluor	20	18	9	18	10
Rab7 wt GTP bind	95	101	101	99	100
Rab2A wt mod	94	101	100	99	100
Cdc42 wt GTP	96	102	103	101	104

#21 Cc1c(NC(=O)C(C)Sc2n[nH]c(N)n2)c(=O)n(-c2ccccc2)n1C (stereo not given)
#22 Cc1cc(C)nc(NC2=NCC(=O)N2c2cccc(Cl)c2)n1
#23 COC(=O)c1cc(OC)c(OC)cc1NC(=O)Cn1nnc(-c2ccccc2Cl)n1
#24 O=C(OCC#CCSc1nnc(-c2cccc3ccccc23)o1)c1cccs1
#25 NC(=O)c1cc(S(=O)(=O)NC2CCCCC2)co1
Compound	21	22	23	24	25
HRas wt GTP bind	102	99	94	94	104
ABCB1 inh	0.3	-0.1	0.0	0.0	-0.8
Rac1 wt modul	108	103	96	97	108
Avidin bead fluor	12	8	4	18	9
ABCG2 block	17	0	0	1	-2
Rac1 mut GTP	101	100	92	96	101
Pf gamet viab	15	/	/	0	11
GSH bead fluor	36	4	15	47	14
Rab7 wt GTP bind	102	101	95	93	105
Rab2A wt mod	102	99	94	95	104
Cdc42 wt GTP	101	100	95	94	103

#26 C/C(=N\NC(=S)NCc1ccccc1)c1ccco1
#27 O=C(c1cccs1)N1CCN(Cc2ccccc2)CC1
#28 COc1cc(C(c2oc(CO)cc(=O)c2O)c2oc(CO)cc(=O)c2O)cc(OC)c1OC
#29 Cc1c(O)cc2n(c1=O)-c1ccccc1C2(C)C
#30 O=C(CC1SCCNC1=O)Nc1cccc(Cl)c1 (stereo not given)
Compound	26	27	28	29	30
HRas wt GTP bind	93	101	100	104	104
ABCB1 inh	-0.6	0.5	0.2	-0.1	0.7
Rac1 wt modul	92	102	103	104	105
Avidin bead fluor	10	5	11	8	3
ABCG2 block	3	5	-1	0	4
Rac1 mut GTP	93	101	99	101	99
Pf gamet viab	17	4	/	/	/
GSH bead fluor	13	14	11	12	52
Rab7 wt GTP bind	98	99	97	100	106
Rab2A wt mod	95	98	100	102	104
Cdc42 wt GTP	92	100	101	103	104

Laid out differently: 4 of the compounds above
Values run as follows: HRas wt GTP bind, ABCB1 inh, Rac1 wt modul, Avidin bead fluor, ABCG2 block, Rac1 mut GTP, Pf gamet viab, GSH bead fluor, Rab7 wt GTP bind, Rab2A wt mod, Cdc42 wt GTP
8: COc1ccc(/C=C2\CCC(C3CCCC3)C2=O)cc1Cn1nc(C)cc1C (stereo not given)
  99, 17, 99, 1, 23, 100, /, 10, 98, 98, 100
9: Cc1ccc(C2(c3noc(CN4CCC(C(=O)N5CCOCC5)CC4)n3)CCCC2)cc1
  99, -0.4, 102, 8, -1, 96, 11, 57, 99, 98, 102
10: CCOc1cc(C2C3=C(CCCC3=O)Nc3ccc4ncccc4c32)ccc1O (stereo not given)
  94, 0.1, 90, 24, 0, 96, -9, 10, 98, 96, 94
11: Cc1ccc2cc(C#N)c(N3CCN(C)CC3)nc2c1
  101, 2.7, 105, 3, 7, 99, /, 29, 99, 97, 103

Remaining list, next part:
#31 CCCN1CCC(=NNC(=O)CSc2cc(C)c(Br)cc2C)CC1
#32 COc1ccc(N(C)C(=O)c2cc3c(Cl)nc4ccccc4c3s2)cc1
#33 Cc1ccc(-c2ccc(/C=N\NC(=O)c3cc4c(ccc5ccccc54)o3)o2)cc1[N+](=O)[O-]
#34 CCOc1nc(-c2ccccc2)ccc1-c1noc(-c2ccncc2)n1
#35 CCS(=O)(=O)c1nc(S(=O)(=O)c2ccc(Cl)cc2)c(N2CCc3ccccc3C2)s1
Compound	31	32	33	34	35
HRas wt GTP bind	96	98	97	99	103
ABCB1 inh	0.5	16	-0.7	0.6	1.2
Rac1 wt modul	102	103	96	101	105
Avidin bead fluor	16	23	14	8	12
ABCG2 block	4	57	-1	7	0
Rac1 mut GTP	99	97	91	98	101
Pf gamet viab	3	-6	/	/	-3
GSH bead fluor	17	11	24	9	14
Rab7 wt GTP bind	98	98	97	94	99
Rab2A wt mod	98	99	95	96	101
Cdc42 wt GTP	104	101	96	96	103

#36 COc1cccc(N=Nc2c(=O)[nH]n3c(=O)c4c([nH]c23)CCC4)c1
#37 CN1CCN(C(=O)c2cn(C)c3ccc(S(=O)(=O)N(C)C4CCCCC4)cc3c2=O)CC1
#38 O=C(Cc1ccc(S(=O)(=O)N2CCCC2)s1)N1CCN(c2ccc(F)cc2)CC1
#39 Cc1cc(/C=C2/NC(=O)N(c3ccccc3)C2=O)c(C)n1C(C)C
#40 CC(C)(O)C#Cc1ncc(C(F)(F)F)cc1Cl
Compound	36	37	38	39	40
HRas wt GTP bind	94	95	97	100	98
ABCB1 inh	-0.7	0.1	0.6	0.4	5.1
Rac1 wt modul	83	93	101	104	104
Avidin bead fluor	1	5	6	3	8
ABCG2 block	-2	-2	8	2	7
Rac1 mut GTP	92	92	94	99	99
Pf gamet viab	1	/	-22	-4	30
GSH bead fluor	7	14	20	11	18
Rab7 wt GTP bind	96	99	105	102	100
Rab2A wt mod	91	96	99	101	98
Cdc42 wt GTP	93	93	97	101	100

#41 COc1ccc(CCNC(=O)CSCc2n[nH]c(=O)[nH]2)cc1OC
#42 C=CCn1c(SCc2ccccc2)nnc1-c1cccnc1
#43 CC(=O)Nc1ccc(NC(=O)c2ccccc2F)cc1
#44 Cc1ccc(C)c(NS(=O)(=O)c2ccc(NC(=O)c3ccco3)cc2)c1
#45 O=C(Nc1ccc(F)cc1)c1sc(Cl)nc1-c1ccccc1
#46 CCOC(=O)CCCNC(=O)COC(=O)c1ccc(O)cc1
#47 COc1cc(C(=O)NCC(=O)N/N=C/c2cccc(OC(=O)c3ccco3)c2)cc(OC)c1OC
Compound	41	42	43	44	45	46	47
HRas wt GTP bind	101	104	98	98	96	106	96
ABCB1 inh	0.5	-0.4	0.1	0.6	0.3	0.2	-1.3
Rac1 wt modul	105	110	95	101	101	107	97
Avidin bead fluor	22	13	12	35	13	11	9
ABCG2 block	3	-2	1	11	1	0	14
Rac1 mut GTP	101	97	93	100	98	105	94
Pf gamet viab	/	-5	-3	/	/	/	-13
GSH bead fluor	24	49	33	26	5	6	14
Rab7 wt GTP bind	100	105	94	95	93	107	94
Rab2A wt mod	101	100	94	99	94	107	97
Cdc42 wt GTP	102	99	94	99	99	102	94
